Compound activity from PubChem BioAssay.
BioA inh = inhibitors of Mycobacterium tuberculosis BioA enzyme; purified M. tuberculosis BioA enzyme, plate reader; inhibition, % at 9.99 µM; hit rate 0.096% among 360,000; in the data active = inhibition above about 40%
* marks the source's active call; other numbers are inactive results.

canonical_smiles	BioA inh
C[C@@H]1CN([C@@H](C)CO)C(=O)c2cc(C3=CCCCC3)cnc2O[C@H]1CN(C)C(=O)c1cccc(F)c1	5.7
C[C@@H]1CN([C@H](C)CO)C(=O)c2cc(NC(=O)Nc3cccc4ccccc34)ccc2O[C@H]1CN(C)S(C)(=O)=O	2.0
CCC(=O)N1C[C@@H](C)[C@H](OC)CN(C)C(=O)c2ccc(NC(=O)c3ccc(OC)cc3)cc2OC[C@H]1C	-1.8
Cc1noc(C)c1NC(=O)N(C)C[C@@H]1OCCCC[C@@H](C)Oc2ccc(NS(=O)(=O)c3ccc(F)cc3)cc2C(=O)N([C@H](C)CO)C[C@@H]1C	-0.4
COc1ccc(-c2cnc3c(c2)C(=O)N([C@@H](C)CO)C[C@H](C)[C@H](CN(C)C)O3)cc1	-2.6
COc1ccc(CN(C)C[C@H]2OCCCC[C@@H](C)Oc3ccc(NS(=O)(=O)c4cccs4)cc3C(=O)N([C@@H](C)CO)C[C@H]2C)cc1	1.4
CC(C)NC(=O)N(C)C[C@H]1Oc2ccc(NS(=O)(=O)c3cn(C)cn3)cc2CC(=O)N([C@@H](C)CO)C[C@H]1C	-1.8
CCC(=O)N1C[C@@H](O)COC[C@H]2O[C@@H](CC(=O)NC)CC[C@@H]21	-1.0
C[C@@H]1CN([C@H](C)CO)C(=O)c2cccc(NS(=O)(=O)c3ccc(Cl)cc3)c2O[C@H]1CN(C)CC1CCCCC1	-1.4
Cc1cccc(S(=O)(=O)N2C[C@H](O)COC[C@H]3O[C@H](CC(=O)NCc4ccc5c(c4)OCO5)CC[C@@H]32)c1	0.0
Cc1noc(C)c1NC(=O)Nc1ccc2c(c1)CC(=O)N([C@H](C)CO)C[C@@H](C)[C@H](CN(C)Cc1ccc(C(F)(F)F)cc1)O2	1.5
O=C(NC1CCCCC1)N[C@@H]1CC[C@H](CCNS(=O)(=O)c2ccc(F)cc2)O[C@H]1CO	3.5
CC(C)NC(=O)N(C)C[C@H]1Oc2ccc(NC(=O)NC3CCCCC3)cc2C(=O)N([C@@H](C)CO)C[C@@H]1C	-1.0
CCCN1C[C@H](C)[C@@H](OC)CN(C)C(=O)c2cc(NS(=O)(=O)CC)ccc2OC[C@H]1C	0.3
C/C=C/c1ccc2c(c1)O[C@@H](CN(C)Cc1cccnc1)[C@@H](C)CN([C@@H](C)CO)S2(=O)=O	9.6
CC(=O)N(C)C[C@H]1Oc2ncc(C3=CCCC3)cc2C(=O)N([C@@H](C)CO)C[C@H]1C	-3.3
CC(=O)N(C)C[C@H]1Oc2ncc(-c3cccnc3)cc2C(=O)N([C@@H](C)CO)C[C@@H]1C	-1.1
C[C@H]1CN([C@@H](C)CO)C(=O)c2cc(Br)cnc2O[C@@H]1CN(C)C(=O)Nc1ccccc1	1.2
C[C@@H]1CN([C@H](C)CO)C(=O)Cc2cc(NC(=O)c3ccncc3)ccc2O[C@@H]1CN(C)CC1CC1	-2.9
Cc1ccc(S(=O)(=O)Nc2ccc3c(c2)CC(=O)N([C@@H](C)CO)C[C@H](C)[C@H](CN(C)C(=O)NC(C)C)O3)cc1	0.1

Molecules from the list above containing fluorine:
canonical_smiles	BioA inh
C[C@@H]1CN([C@@H](C)CO)C(=O)c2cc(C3=CCCCC3)cnc2O[C@H]1CN(C)C(=O)c1cccc(F)c1	5.7
Cc1noc(C)c1NC(=O)N(C)C[C@@H]1OCCCC[C@@H](C)Oc2ccc(NS(=O)(=O)c3ccc(F)cc3)cc2C(=O)N([C@H](C)CO)C[C@@H]1C	-0.4
Cc1noc(C)c1NC(=O)Nc1ccc2c(c1)CC(=O)N([C@H](C)CO)C[C@@H](C)[C@H](CN(C)Cc1ccc(C(F)(F)F)cc1)O2	1.5
O=C(NC1CCCCC1)N[C@@H]1CC[C@H](CCNS(=O)(=O)c2ccc(F)cc2)O[C@H]1CO	3.5

More results
canonical_smiles	BioA inh
CO[C@H]1CC[C@H]2CCOc3c(C#N)cccc3C(=O)N(C)C[C@H](OC)[C@H](C)C(=O)N(C)C[C@@H]1O2	-2.0
CN(C)C(=O)c1ccc(-c2ccc3c(c2)[C@H]2[C@H](CCN2S(=O)(=O)c2cn(C)cn2)[C@@H](CO)N3)cc1	-1.0
C[C@@H]1CN([C@H](C)CO)C(=O)c2cc(NC(=O)CCC(F)(F)F)ccc2O[C@@H](C)CCCCO[C@H]1CN(C)C(=O)Nc1ccccc1	3.1
C[C@@H]1CN([C@H](C)CO)C(=O)c2cc(NC(=O)C3CCCCC3)ccc2O[C@@H]1CN(C)S(=O)(=O)c1cn(C)cn1	0.4
CNC[C@@H]1Oc2ccc(NS(=O)(=O)c3ccc(OC)cc3)cc2C(=O)N([C@@H](C)CO)C[C@H]1C	-0.4
C[C@@H]1CN([C@@H](C)CO)S(=O)(=O)c2ccc(-c3cccc(F)c3)cc2O[C@@H]1CN(C)S(=O)(=O)c1ccc(F)cc1	-0.5
COc1ccc(NC(=O)N(C)C[C@H]2Oc3c(NC(=O)C4CCOCC4)cccc3C(=O)N([C@H](C)CO)C[C@H]2C)cc1	-1.8
Cc1noc(C)c1S(=O)(=O)N(C)C[C@H]1Oc2ccc(NS(C)(=O)=O)cc2CC(=O)N([C@H](C)CO)C[C@@H]1C	0.7
O=C(N[C@@H]1CC[C@H](CCNS(=O)(=O)c2ccc(F)cc2)O[C@@H]1CO)C1CC1	-0.2
Cc1ccccc1S(=O)(=O)NCC[C@H]1CC[C@@H](NC(=O)Nc2cccc(F)c2)[C@@H](CO)O1	16.5
C[C@H](CO)N1C[C@H](C)[C@H](CN(C)S(=O)(=O)c2cn(C)cn2)Oc2cc(C#Cc3ccccc3)ccc2S1(=O)=O	0.2
CC(C)C(=O)Nc1ccc2c(c1)C(=O)N(C)[C@H]1CC[C@@H](CC(=O)Nc3ccccc3)O[C@@H]1CO2	-0.1
CO[C@@H]1CN(C)C(=O)c2ccc(NC(=O)c3cnccn3)cc2OC[C@H](C)N(C)C[C@H]1C	0.0
CN(C)CC(=O)Nc1ccc2c(c1)[C@@H]1C[C@H](CC(=O)NCc3ccccn3)O[C@@H](CO)[C@@H]1O2	-0.1
CN1c2ccc(Br)cc2[C@H]2[C@H](CCN2C(=O)C2CCOCC2)[C@H]1CO	17.1
CO[C@H]1CC[C@@H]2CCN(C)C(=O)[C@H](C)N(C)C(=O)c3cc(C#N)ccc3OC[C@H]1O2	1.2
CN(C)CC#Cc1ccc([C@@H]2[C@@H](CO)N3CCCCN(CC4CC4)C[C@H]23)cc1	-3.5
C[C@@H]1CCCCO[C@@H](CN(C)C(=O)Nc2ccc3c(c2)OCO3)[C@@H](C)CN([C@@H](C)CO)C(=O)c2cc(NC(=O)Cc3ccccc3)ccc2O1	-4.8
O=C(C[C@H]1CC[C@@H]2[C@H](COC[C@@H](O)CN2Cc2cccc(F)c2)O1)NCC1CCCCC1	5.1
CCCN1C[C@@H](C)[C@@H](OC)CN(C)C(=O)c2cc(NC(=O)COC)ccc2OC[C@H]1C	-0.2

Further records follow.
Compound | BioA inh
CC(C)c1cn(CC[C@H]2CC[C@@H](NC(=O)c3cccc(F)c3)[C@@H](CO)O2)nn1 | -0.6
Cc1noc(C)c1S(=O)(=O)N(C)C[C@H]1Oc2ccc(N(C)C)cc2CC(=O)N([C@@H](C)CO)C[C@H]1C | -1.6
COc1cccc(-c2ccc([C@@H]3[C@@H](CO)N4CCCCN(C(=O)NC(C)C)C[C@@H]34)cc2)c1 | 3.0
C[C@H](CO)N1C[C@H](C)[C@H](CN(C)Cc2ccc(Cl)c(Cl)c2)OCCCC[C@H](C)Oc2ccc(NC(=O)Nc3ccc(C(F)(F)F)cc3)cc2C1=O | -2.8
C[C@H](CO)N1C[C@H](C)[C@@H](CN(C)Cc2ccc(-c3ccccc3)cc2)Oc2ccc(NS(=O)(=O)c3cccs3)cc2CC1=O | -1.1
Cc1noc(C)c1S(=O)(=O)N(C)C[C@@H]1OCCCC[C@H](C)Oc2ccc(NC(=O)Nc3cccc4ccccc34)cc2C(=O)N([C@H](C)CO)C[C@@H]1C | 0.3
COc1ccc(CN2C[C@@H](O)COC[C@@H]3O[C@H](CC(=O)NCc4ccncn4)CC[C@H]32)cc1 | -4.7
C[C@@H]1CN([C@H](C)CO)C(=O)c2cc(-c3ccc(C(=O)N(C)C)cc3)cnc2O[C@@H]1CN(C)Cc1ccc(C(=O)O)cc1 | -1.3
CCS(=O)(=O)N1CCCCN2[C@H](CO)[C@@H](c3ccc(C#Cc4ccccc4OC)cc3)[C@@H]2C1 | 0.1
CCCNC(=O)[C@H]1[C@H](CO)[C@H]2Cn3c(ccc(-c4cccnc4)c3=O)[C@@H]1N2C(=O)Nc1ccccc1 | -2.1
O=C(C[C@H]1C=C[C@H](NC(=O)Nc2ccc3c(c2)OCO3)[C@H](CO)O1)NCCCN1CCOCC1 | -1.6
CC(C)NC(=O)Nc1ccc2c(c1)CC(=O)N([C@@H](C)CO)C[C@@H](C)[C@H](CN(C)C(=O)Nc1ccc3c(c1)OCO3)O2 | -2.5

Next part:
Compound | BioA inh
CCCN1C[C@H](C)[C@H](OC)CN(C)C(=O)c2ccc(NS(=O)(=O)c3ccccc3)cc2OC[C@H]1C | -1.4
COc1ccc(CN2[C@H](CO)[C@@H]3c4ccccc4N(C(=O)c4ccccc4)C[C@@H]32)cc1 | -2.2
OC[C@@H]1[C@@H](c2ccc(/C=C/c3ccccc3)cc2)[C@@H]2CN(Cc3ccncc3)CCCCN12 | -1.0
COc1ccccc1-c1cnc2c(c1)C(=O)N([C@H](C)CO)C[C@H](C)[C@H](CN(C)C)O2 | -0.4
O=C(C[C@H]1C[C@H]2c3cc(NC(=O)NC4CCCC4)ccc3O[C@H]2[C@H](CO)O1)NCCN1CCCCC1 | -1.0
COc1ccc(NC(=O)N(C)C[C@@H]2Oc3ccc(NS(=O)(=O)c4ccc(OC)cc4)cc3CC(=O)N([C@@H](C)CO)C[C@@H]2C)cc1 | 5.4
COc1ccc(S(=O)(=O)Nc2ccc3c(c2)C(=O)N([C@H](C)CO)C[C@@H](C)[C@@H](CN(C)S(=O)(=O)c2ccc(F)cc2)O3)cc1 | -1.1
O=C(C[C@@H]1CC[C@@H]2NC[C@H](O)COC[C@H]2O1)NC1Cc2ccccc2C1 | -2.6
C[C@@H]1CN([C@@H](C)CO)C(=O)c2cc(NC(=O)C3CCCCC3)ccc2O[C@@H](C)CCCCO[C@H]1CN(C)C(=O)CCC(F)(F)F | 0.0
C[C@H]1CN([C@@H](C)CO)C(=O)c2cccc(NC(=O)c3nc4ccccc4s3)c2O[C@@H]1CN(C)S(C)(=O)=O | -2.3
C[C@@H]1CN([C@H](C)CO)C(=O)c2cc(-c3cccnc3)cnc2O[C@@H]1CN(C)C(=O)C1CCCCC1 | 0.3
COC(=O)C[C@H]1C[C@@H]2c3cc(NC(=O)Nc4ccc(F)cc4)ccc3O[C@@H]2[C@H](CO)O1 | 0.9

(list continues)
Compound | BioA inh
C[C@H]1CN([C@@H](C)CO)C(=O)Cc2cc(NC(=O)Nc3ccc(F)cc3)ccc2O[C@H]1CN(C)C(=O)Nc1ccc(F)cc1 | 2.1
C[C@@H]1CN([C@@H](C)CO)C(=O)c2cc(NC(=O)Cc3ccccc3)ccc2O[C@@H]1CN(C)C(=O)Nc1ccc2c(c1)OCO2 | -1.4
O=C(N[C@@H]1CC[C@@H](CCNS(=O)(=O)c2cccc(Cl)c2)O[C@@H]1CO)c1ccncc1 | -1.7
Cc1ccc(S(=O)(=O)Nc2ccc3c(c2)C(=O)N([C@@H](C)CO)C[C@@H](C)[C@H](CN(C)Cc2ccc(C(=O)O)cc2)OCCCC[C@@H](C)O3)cc1 | 0.5
CCC(=O)N[C@H]1CC[C@@H](CCn2cc(CN(C)C)nn2)O[C@@H]1CO | -1.0
Cc1ccc(-c2ccc3c(c2)O[C@@H](CN(C)Cc2ccccc2)[C@@H](C)CN([C@H](C)CO)S3(=O)=O)cc1 | -1.0
CN1CCCCN2[C@H](CO)[C@@H](c3ccc(C#Cc4ccccc4F)cc3)[C@H]2C1 | -1.1
C[C@@H]1CN([C@H](C)CO)C(=O)Cc2cc(NC(=O)Nc3ccc4c(c3)OCO4)ccc2O[C@H]1CN(C)C | -2.5
C[C@H](CO)N1C[C@H](C)[C@H](CN(C)C(=O)Nc2cccc3ccccc23)OCCCC[C@H](C)Oc2ccc(NC(=O)Nc3ccccc3)cc2C1=O | -2.5
C[C@@H]1CN([C@H](C)CO)C(=O)c2cc(-c3ccccc3F)cnc2O[C@@H]1CN(C)C(=O)c1ccccn1 | -0.3
O=C(Nc1ccccc1F)N[C@@H]1CC[C@H](CC(=O)N2CCCCC2)O[C@@H]1CO | -4.4
CN1C(=O)c2cc(NC(=O)c3cccs3)ccc2OC[C@H]2O[C@@H](CC(=O)NCC3CC3)CC[C@@H]21 | -0.2

Two of the compounds above, field by field:
SMILES: CO[C@H]1CC[C@H]2CCOc3c(C#N)cccc3C(=O)N(C)C[C@H](OC)[C@H](C)C(=O)N(C)C[C@@H]1O2
  BioA inh: -2.0

SMILES: CCCN1C[C@H](C)[C@@H](OC)CN(C)C(=O)c2cc(NS(=O)(=O)CC)ccc2OC[C@H]1C
  BioA inh: 0.3

(further entries)
Compound | BioA inh
CC(C)NC(=O)N(C)C[C@@H]1Oc2ccc(NC(=O)Cc3ccccc3)cc2C(=O)N([C@H](C)CO)C[C@H]1C | -3.8
O=S(=O)(NCC[C@H]1CC[C@H](NS(=O)(=O)c2ccccc2Cl)[C@@H](CO)O1)c1ccc(Cl)cc1 | 0.6
C[C@@H]1CN([C@H](C)CO)C(=O)Cc2cc(NC(=O)CCCCCC(=O)Nc3ccccc3N)ccc2O[C@@H]1CN(C)S(=O)(=O)c1ccc(F)cc1 | 0.5
CCNC(=O)C[C@@H]1CC[C@@H]2[C@@H](COc3ccc(NC(=O)Nc4ccc(C)cc4)cc3C(=O)N2C)O1 | -0.8
Cc1noc(C)c1NC(=O)N(C)C[C@@H]1Oc2ccc(NC(=O)NC3CCCCC3)cc2CC(=O)N([C@@H](C)CO)C[C@@H]1C | 1.2
O=C(Nc1cccc(Cl)c1)N1C[C@@H]2[C@H](c3ccccc31)[C@H](CO)N2Cc1cccnc1 | -2.4
C[C@H]1CN([C@@H](C)CO)C(=O)c2cccc(NC(=O)NC3CCCCC3)c2O[C@H]1CN(C)C(=O)NC1CCCCC1 | 3.4

The list is partial; count on the stated rates, not on these rows.
